Yeast growth tox: Inhibitors of S. cerevisiae growth, toxicity. growth inhibition, % at 25 µM (by protocol). S. cerevisiae wild-type growth, A595 turbidity, 16 h. 30,000 tested, 0.3% active;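 active = mutant and wild-type yeast strains alike exhibit over 30% growth inhibition; inconclusive = a strain exceeds 50% while the second remains under 30%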;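 also: 0% = untreated cell controls and 100% = YPD media blanks without cells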
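System – wild-type and eIF2Bepsilon-R284H mutant S. cerevisiae, screened separately · Measured by – absorbance at 595 nm (turbidity) · Timing – 16 h compound exposure during growth at 30 °C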
Yeast eIF2B: modulators of yeast eIF2B activity. S. cerevisiae eIF2B-epsilon R284H, GCN4-lacZ luminescence. inhibition, % at 25 µM (by protocol). 27,000 tested, 0.91% active;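 active = mutant luminescence inhibited past about 50% while wild type luminescence and mutant growth stay under set limits, limit read from the data; inconclusive = mutant versus wild type luminescence inhibition gap past a set limit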; also: some compounds called inactive have numbers as strong as hits
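Material: yeast eIF2B-epsilon R284H mutant carrying GCN4–beta-galactosidase fusion. Medium: YPD yeast growth medium. Incubation: 16 h growth with compound at 30 °C, 90 min Beta-Glo step. Signal: Beta-Glo luminescence plus absorbance at 595 nm. Evaluation: % inhibition of reporter signal and growth versus controls. Doses: 25 µM single dose.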
Yeast growth tox inhibition %: further read-out of Yeast growth tox, marked with its call; growth inhibition, %; S. cerevisiae eIF2Bepsilon-R284H mutant growth, A595 turbidity, 16 h;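 each compound tested once at 25 µM; 0% equals untreated cells and 100% equals cell-free medium blanks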
Yeast eIF2B mutant toxicity: recorded beside Yeast eIF2B, whose call it bears; growth inhibition, %; measured here: mutant yeast growth, toxicity;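 each compound tested once at 25 µM; zero equals untreated control growth and 100 equals blank medium absorbance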
Starred values were filed as active, the others as inactive; u = inconclusive; x = not tested or not shown. Some of the compounds tested (hit frequency here may not be typical).

SMILES	Yeast growth tox	Yeast growth tox inhibition %	Yeast eIF2B	Yeast eIF2B mutant toxicity
O=C(NCc1ccc2c(c1)OCO2)c1cccc(F)c1	0.3	13.3	x	x
COC(=O)C(C(=O)OC)=C(/C=C/N(C)C)N(C)C	-1.4	-28.6	18.8	-28.6
CC1(c2ccccc2)CC2CC(c3ccccc3)N1O2 (stereo unspecified)	8.6	-3.1	6.5	-3.1
CC(=O)c1cnc2c(-c3ccc(Cl)cc3)c(C)nn2c1C	-17.4	-10.3	u	x
Cc1cccnc1Nc1nc(-c2ccc(O)c(O)c2)cs1	22.6	-1.6	-18.3	-1.6
CCC(C)NS(=O)(=O)c1ccc(S(=O)(=O)N(CC(=O)Nc2ccccc2)CC2CCCO2)cc1 (stereo unspecified)	14.2	7.7	x	x
CCOC(=O)c1[nH]c(C)c(CCC(=O)O)c1C	6.0	3.2	-20.7	3.2
Cn1c(SC2C(=O)CC(C)(C)CC2=O)nnc1-c1ccco1	5.3	3.5	60.3*	x
O=C(c1cccc(S(=O)(=O)N2CCOCC2)c1)N(CCO)Cc1ccccc1	-10.3	-4.8	-15.7	-4.8
COc1ccc(S(=O)(=O)NCCSCc2ccco2)cc1	11.6	9.1	20.4	9.1
COCC(=O)Nc1nnc(COc2ccc(Cl)cc2)s1	3.8	10.0	29.6	10.0
O=C(NC1CCCC1)C(c1ccccc1)N(Cc1ccco1)C(=O)Cc1cccs1 (stereo unspecified)	0.4	0.0	57.1*	x
CCOc1ccc(N2C(=O)CC(SCCN)C2=O)cc1 (stereo unspecified)	-5.4	4.2	23.9	4.2
COc1ccc(/C(O)=C2/C(=O)C(=O)N(CCN3CCOCC3)C2c2cccnc2)cc1OC (stereo unspecified)	6.5	15.4	-0.3	15.4
c1ccc(-n2c(-c3ccncc3)nnc2-c2ccco2)cc1	-11.1	0.0	2.7	x
O=C1CC(c2ccco2)CC(O)=C1C=Nc1cc(Cl)ccc1O (stereo unspecified)	-0.8	6.9	46.7	6.9
COc1ccc(CNC(=O)C(c2ccco2)N(Cc2ccccc2)C(=O)Cc2cccs2)cc1 (stereo unspecified)	-19.4	30.0	-12.0	30.0
N#Cc1c(SCc2ccccc2)sc(C(=O)c2ccccc2)c1N	7.3	-2.5	13.9	-2.5
Cc1cc(NC(c2ccc(Cl)cc2)c2ccc3cccnc3c2O)no1 (stereo unspecified)	6.2	11.6	x	x
CCOc1cc(CNc2ncc(-c3ccc(OC)cc3)n2C)ccc1O	3.3	-28.6	13.8	-28.6
O=C(Nc1ccc(-n2cnnn2)cc1)C1CCC1	15.5	-6.7	x	x
c1csc(C(c2nnnn2C2CCCCC2)N2CCN(c3nc4ccccc4s3)CC2)c1 (stereo unspecified)	-15.7	-7.3	26.5	-7.3
O=C(CSc1ncnc2c1nnn2-c1ccc(F)cc1)NCC1CCCO1 (stereo unspecified)	5.8	-3.9	26.2	-3.9
CCCc1cc(N2CCCC(C(=O)NCc3ccc4c(c3)OCO4)C2)n2ncnc2n1 (stereo unspecified)	12.9	22.2	1.4	22.2
O=P(O)(CCCCP(=O)(O)CCc1ccccc1)CCc1ccccc1	9.2	0.0	22.1	x

Overlap with the part before: 2 entries, followed by the next part.
SMILES	Yeast growth tox	Yeast growth tox inhibition %	Yeast eIF2B	Yeast eIF2B mutant toxicity
CCCc1cc(N2CCCC(C(=O)NCc3ccc4c(c3)OCO4)C2)n2ncnc2n1 (stereo unspecified)	12.9	22.2	1.4	22.2
O=P(O)(CCCCP(=O)(O)CCc1ccccc1)CCc1ccccc1	9.2	0.0	22.1	x
c1ccc(OCc2nc3ccccc3[nH]2)cc1	38.1	17.9	x	x
CC1(c2ccccc2)CC(c2ccccc2)=Nc2nonc2N1 (stereo unspecified)	18.2	3.7	14.3	3.7
CCOC(=O)Cn1c(=N)n(CCOc2ccc(OC)cc2)c2ccccc21	-5.0	20.5	x	x
COc1ccc(-c2nc(C#N)c(NCCCn3ccnc3)o2)cc1OC	24.0	5.1	12.8	5.1
N#CCSc1nnc2c(Cl)cc(Cl)cn12	24.8	-13.6	-19.0	-13.6
Cc1nc(SCC(=O)NCc2ccco2)c2oc3ccccc3c2n1	-7.4	-26.1	9.3	-26.1
CCOC(=O)CC(=O)CSc1ccc2nnc(-c3ccccc3)n2n1	18.8	3.5	22.9	3.5
O=C(CSCc1ccccc1)N1CCc2ccccc21	14.7	9.4	16.5	9.4
CCOc1ccccc1-n1c(SCC(=O)NC(C)(C)C)nnc1-c1ccoc1C	13.3	3.7	21.5	3.7
CCCNS(=O)(=O)c1ccc(OCC(=O)NCCC2=CCCCC2)cc1	-0.8	5.4	13.2	5.4
CCc1nnc(NC(=O)CSc2nnc(-c3cccnc3)n2CC)s1	11.1	13.5	14.1	13.5
Cc1ccc2[nH]c(=O)c(CN(Cc3ccccc3Cl)C(=O)N3CCOCC3)cc2c1	-2.9	10.3	10.6	10.3
O=C(CCc1ccccc1)Nc1c(F)cccc1F	10.3	-13.6	34.2	-13.6
N#CC1=C(N)Oc2n[nH]c(-c3ccccc3)c2C1c1ccncc1 (stereo unspecified)	-14.0	-12.5	11.4	-12.5
Cc1c(CCC(C)C)c(=O)n2c([nH]c3ccccc32)c1C#N	-3.8	-15.0	21.2	-15.0
COc1ccc(NC(=O)C=C(C)C)cc1Cl	-0.5	13.8	59.9	13.8
Oc1ccc2ccc3cccc[n+]3c2c1	8.5	-4.3	53.1*	-4.3*
CCOC(=O)CSc1nc(NCc2ccco2)c2ccccc2n1	14.3	-7.1	20.9	-7.1
Cc1cccnc1NC(=O)c1c(O)c2ccccc2n(C)c1=O	-25.3	17.6	23.9	17.6
CCOc1ccc(N2C(=O)CC(N3CCC(NC(=O)Nc4ccccc4)CC3)C2=O)cc1 (stereo unspecified)	16.7	5.3	-10.2	5.3
CCOc1ccc(S(=O)(=O)Nc2ccc(S(=O)(=O)Nc3cc(OC)ccc3OC)cc2)cc1	5.7	6.4	x	x
Cc1ccc(-c2nnc(-c3ccccc3)o2)cc1	5.0	8.3	12.4	8.3
COC(=O)[C@H](Cc1ccccc1)NC(=O)NCc1cccs1	-25.7	-14.3	12.6	-14.3
Cc1ccccc1C1CC(=O)NC2=C1C(=O)CCC2 (stereo unspecified)	15.0	-13.6	18.1	-13.6
CN(C)c1ccc(C2OC(=O)C3(CCCC3)C(=O)C2(C)C)cc1 (stereo unspecified)	-12.1	4.3	11.5	4.3

Copied from the listing (4 entries):
SMILES	Yeast growth tox	Yeast growth tox inhibition %	Yeast eIF2B	Yeast eIF2B mutant toxicity
CCc1nnc(NC(=O)CSc2nnc(-c3cccnc3)n2CC)s1	11.1	13.5	14.1	13.5
Cc1ccc2[nH]c(=O)c(CN(Cc3ccccc3Cl)C(=O)N3CCOCC3)cc2c1	-2.9	10.3	10.6	10.3
O=C(CCc1ccccc1)Nc1c(F)cccc1F	10.3	-13.6	34.2	-13.6
N#CC1=C(N)Oc2n[nH]c(-c3ccccc3)c2C1c1ccncc1 (stereo unspecified)	-14.0	-12.5	11.4	-12.5

Entries of single compounds from above:
Cc1ccc(-c2nnc(-c3ccccc3)o2)cc1 is listed with Yeast growth tox: 5.0; Yeast growth tox inhibition %: 8.3; Yeast eIF2B: 12.4; Yeast eIF2B mutant toxicity: 8.3
CC1(c2ccccc2)CC2CC(c3ccccc3)N1O2 (stereo unspecified) is listed with Yeast growth tox: 8.6; Yeast growth tox inhibition %: -3.1; Yeast eIF2B: 6.5; Yeast eIF2B mutant toxicity: -3.1

Next results
SMILES	Yeast growth tox	Yeast growth tox inhibition %	Yeast eIF2B	Yeast eIF2B mutant toxicity
Cc1c(NCc2cc(Cl)cc(Cl)c2O)c(=O)n(-c2ccccc2)n1C	40.4	18.9	14.4	18.9
CC(C)(C)NC(=O)C(Cc1ccccc1)NS(=O)(=O)c1ccc2c(c1)CCC(=O)N2 (stereo unspecified)	-8.3	-6.9	25.7	-6.9
Cc1cc(C)nc(SCc2nc3nc(C)cc(C)n3c2Br)n1	-14.6	-4.8	-41.8	-4.8
CN1CCN(C(=O)N2c3ccccc3C=Cc3ccccc32)CC1	2.4	-9.1	-5.3	-9.1
CC(C)(C)OC(=O)N1CC2Cc3[nH]c(=O)ccc3C(C2)C1 (stereo unspecified)	-7.5	3.3	-17.6	3.3
Fc1ccccc1N1CCN(C(c2cccs2)c2nnnn2CCc2ccccc2)CC1 (stereo unspecified)	-9.5	-5.4	x	x
COCC(=O)N(Cc1ccccc1)c1ccccn1	0.0	-6.5	40.6	-6.5
COC(=O)c1ccc(S(=O)(=O)c2ccc(C(=O)OC)s2)s1	-57.5	-35.1	8.6	-35.1
COc1ccccc1N/N=C/c1c(CO)cnc(C)c1O	1.1	-15.0	-9.1	-15.0
O=C(NCC1(c2ccccc2)CCCC1)C(=O)NCC1(c2ccccc2)CCCC1	13.7	-3.5	-2.7	-3.5
CC(=Nc1ccccc1)Nc1ccccc1	3.1	14.8	18.9	14.8
Cc1cc2ccccc2c(=O)n1CC(=O)Nc1ccc2c(c1)OCO2	x	x	-19.8	x
COC(=O)[C@H](Cc1ccccc1)NC(=O)N1CC(C)OC(C)C1 (stereo partly specified)	7.4	7.4	-18.6	7.4
Cc1cc(-c2ccccc2C(=O)NCc2ccccc2)on1	7.0	-4.8	13.9	-4.8
CCN(CC)C(=O)Oc1ccc2c(=O)c(-c3ccc(OC)cc3)coc2c1	5.7	3.9	-1.2	3.9
COc1ccccc1N1CCN(C(=O)C(OC(C)=O)c2ccccc2)CC1 (stereo unspecified)	8.2	5.3	x	x
Cc1ccc2[nH]c(=O)c(CN(Cc3cccs3)Cc3nnnn3CC3CCCO3)cc2c1 (stereo unspecified)	0.5	-7.1	x	x
CCN(CC)S(=O)(=O)c1cccc(C(=O)Nc2ccc(Cl)cn2)c1	27.1	13.8	27.1	13.8
CCC(=O)NCCc1cc2cc(C)c(C)cc2[nH]c1=O	2.1	9.7	x	x
CCOc1ccc(OCC)c(NC(=O)CSc2nnnn2CC)c1	5.3	-11.1	-16.9	-11.1
CCOC(=O)CC(=O)Nc1nnc(C(C)C)s1	4.0	-18.5	5.4	-18.5
Cc1ccccc1N1C(=O)C2ON(c3ccccc3)C(c3cccnc3)C2C1=O (stereo unspecified)	-4.3	19.0	-21.4	19.0
COc1cc2[nH]c(=O)n(CCC(=O)N3CCN(c4cccc(C)c4C)CC3)c(=O)c2cc1OC	7.5	0.0	14.1	x
CC(C)(C)S(=O)c1cccs1 (stereo unspecified)	34.0	17.0	x	x
CCOc1ccc(N2C(=O)CSC23CCCCC3)cc1	2.5	-14.8	-11.5	-14.8
More compounds.
SMILES	Yeast growth tox	Yeast growth tox inhibition %	Yeast eIF2B	Yeast eIF2B mutant toxicity
Cc1ccc(S(=O)(=O)C2(C(=O)N3CCCC(C)C3)CC2)cc1 (stereo unspecified)	5.2	8.3	-0.8	8.3
COC(=O)c1ccc(NC(=O)CCn2cccc2)cc1	4.0	15.4	4.4	15.4
Cc1cc(C)c(NC(=O)C2CCCN2CCC(C)C)c(C)c1 (stereo unspecified)	8.7	-7.1	-20.6	-7.1
CCOC(=O)CNc1nc(OCC#N)nc(N2CCOCC2)n1	2.1	-3.5	-7.7	-3.5
CCN(CC)S(=O)(=O)c1ccc(-c2nnc(SCC(=O)N3c4ccccc4CC3C)o2)cc1 (stereo unspecified)	x	x	-26.8	x
COc1ccc(NC(=O)C2CCCN(S(=O)(=O)c3c(C)n[nH]c3C)C2)c(OC)c1 (stereo unspecified)	18.4	-1.9	23.1	-1.9
Cc1cc(C)n(-c2nnc(C)n2NS(=O)(=O)c2ccc(F)cc2)n1	15.9	4.5	18.2	4.5
Cc1ccc(NC(=O)COC(=O)Cn2c(C)csc2=O)cc1	-3.1	4.5	23.3	4.5
CC(C)OC(=O)c1nn2c(C(F)(F)F)cc(-c3ccco3)nc2c1Cl	x	x	8.2	x
COC(=O)CN(C(=O)CSc1nnc(-c2cccc(OC)c2)o1)c1ccc(OC)cc1	x	x	-20.6	x
Cc1ccc(S(=O)(=O)N2CCCC2C(=O)NCc2ccco2)cc1 (stereo unspecified)	3.1	-20.0	x	x
O=C(NCc1ccncc1)c1ccc(Cl)c(S(=O)(=O)N2CCOCC2)c1	x	x	19.2	x
O=C(Cc1nn[nH]n1)NCc1ccccc1Cl	4.0	20.0	14.3	20.0
COC(=O)N/N=C(\C)c1ccccc1Br	-16.8	4.8	-20.1	4.8
CC1(c2ccco2)NC(=O)NC1=O (stereo unspecified)	16.2	9.1	5.2	9.1
COc1ccc(-c2noc(CSc3nc(-c4ccccc4)cc(=O)[nH]3)n2)cc1	1.5	-24.2	9.1	-24.2
CN(C)CCCNC(=O)/C(=N\O)c1ccccc1	15.4	23.7	x	x
CC1(C)CC(=O)c2sc(NC(=O)CN3CCOCC3)nc2C1	x	x	23.4	x

From PubChem
